# CTSL1 counter = cathepsin L1 inhibition, PFM18AAP counter-screen. 300,000 tested, 0.49% active. recombinant F. hepatica cathepsin L1, Z-Leu-Arg-MCA fluorescence. inhibition, % at 5.96 µM;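 active = inhibition above the mean of all tested compounds plus 3 SD, set per screening campaign, cut at about 17% in these data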;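 also: 0% = plate median of test compound wells and 100% = 1 µM Z-Phe-Ala-diazomethylketone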
# PP1 counter = counter-screen for PP5 inhibitors: inhibitors of human PP1-alpha; P62136; purified PP1alpha, OMFP fluorescence; inhibition, % at 6.7 µM; AID 2235; 320,000 tested, 0.9% active;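 active = inhibition above the mean inhibition of all tested compounds plus 3 SD, computed separately for each screening campaign, cut at about 15% in these data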
# Efflux pump inh = antifungal efflux pump inhibition, Nile Red retention; inhibition, % at 10 µM; 330,000 tested, 0.44% active; AID 485275; S. cerevisiae Candida pump triplex;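 active = plate passing quality check with inhibition over a set limit, or well fluorescence over plate mean plus 4 SD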;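 also: Nile Red retained in pooled yeast measured as flow cytometry median fluorescence; 0% = buffer negative control and 100% = Enniatin B positive control; higher means more Nile Red kept so more efflux inhibition; some compounds called inactive have numbers as strong as hits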
# TPT1 inhibitor = inhibitors of Candida albicans tRNA 2'-phosphotransferase TPT1. recombinant caTPT1, FP RNA substrate dephosphorylation. inhibition, % at 5 µM. 300,000 tested, 0.81% active;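 active = inhibition above the mean of all tested compounds plus 3 SD, set per screening campaign, cut at about 24% in these data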;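 also: plate controls were DMSO alone for no effect and ferristatin control at 100 nM for full effect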
# HCV core dimer = HCV core protein dimerization inhibition | TR-FRET GST/Flag-core106 dimerization, 1536-well | inhibition, % at 5 µM | 300,000 tested, 0.33% active | AID 1899;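 active = inhibition above the mean of all tested compounds plus 3 SD, set per screening campaign, cut at about 45% in these data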
#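 Assay system: Tagged HCV core106 pair (GST and Flag) | Buffer or medium: KF-containing HEPES buffer, pH 7.45, DTT, CHAPS, BSA | Also added: Eu donor and XL665 acceptor anti-tag antibodies | Dosing: One concentration, 5 µM, in 0.5% DMSO | Timing: 4 h at 22.5 °C | Technique: TR-FRET 671 and 617 nm emission | Repeats: Singlicate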
# PP5 inh = blocks human protein phosphatase 5 activity; 320,000 tested, 0.18% active; AID 1987; P53041; inhibition, % at 6.7 µM; purified PP5c, OMFP substrate fluorescence;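 active = inhibition above the campaign's mean inhibition across all tested compounds plus 3 SD, cut at about 9.5% in these data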;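 also: 0% = DMSO only and 100% = 100 µM cantharidin control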
# Target sequence (P53041 whole entry, looked up): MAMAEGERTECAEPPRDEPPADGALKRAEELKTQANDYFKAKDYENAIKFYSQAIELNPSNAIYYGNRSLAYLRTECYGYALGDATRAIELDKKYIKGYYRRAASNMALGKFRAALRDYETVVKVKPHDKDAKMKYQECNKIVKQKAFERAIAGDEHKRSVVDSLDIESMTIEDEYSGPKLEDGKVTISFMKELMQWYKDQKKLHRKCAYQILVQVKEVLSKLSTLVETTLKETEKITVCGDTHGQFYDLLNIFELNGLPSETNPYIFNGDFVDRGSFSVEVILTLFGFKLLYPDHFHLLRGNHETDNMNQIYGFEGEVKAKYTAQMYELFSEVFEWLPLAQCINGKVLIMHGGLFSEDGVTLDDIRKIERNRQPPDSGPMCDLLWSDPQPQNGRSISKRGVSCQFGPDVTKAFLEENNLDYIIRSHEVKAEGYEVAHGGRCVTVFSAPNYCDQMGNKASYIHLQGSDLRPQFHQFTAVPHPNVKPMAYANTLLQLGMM
# procasp7 counter = activates human procaspase-7, counter-screen for procaspase-3 activators; recombinant procaspase-7, Ac-DEVD-pNA absorbance 405 nm; D23A/D198A/D206A triple mutant, cannot self-cleave; scale: DMSO 0, 5 µM enzyme 100; 330,000 tested, 0.093% active; activation, % at 8.5 µM; P55210;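 active = percent activation above the screen-wide mean plus 3 SD, cut at about 25% in these data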
# Target sequence (P55210 whole entry D23A/D198A/D206A): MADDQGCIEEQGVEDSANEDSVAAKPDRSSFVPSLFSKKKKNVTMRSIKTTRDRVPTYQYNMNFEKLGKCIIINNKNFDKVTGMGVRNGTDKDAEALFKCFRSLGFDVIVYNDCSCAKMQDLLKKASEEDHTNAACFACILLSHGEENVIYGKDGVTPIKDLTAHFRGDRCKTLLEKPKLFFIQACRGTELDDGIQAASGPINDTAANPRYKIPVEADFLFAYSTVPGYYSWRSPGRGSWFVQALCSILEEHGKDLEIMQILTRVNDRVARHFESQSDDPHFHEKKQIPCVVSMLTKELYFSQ
#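 Assay system: Uncleavable procaspase-7 mutant enzyme; Input: 2 µM procaspase-7 mutant as dispensed; Also added: DEVD-pNA substrate; Medium: Zinc-free HEPES pH 7.4 with 300 mM NaCl, 0.01% Triton X-100; Timing: 1 h compound preincubation, 2 h substrate cleavage, 25 °C; Measured by: Epi-absorbance of released pNA at 405 nm, two timepoints.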
# JMJD2C inh = human JMJD2C demethylase inhibition. Q9H3R0. GST-JMJD2C(1-420) H3K9me3 demethylation, DELFIA europium. 330,000 tested, 0.069% active. inhibition, % at 2.35 µM;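 active = more than half of a compound's replicate wells show inhibition beyond 50%, single wells judged on their own value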;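 also: signal counts dimethyl H3K9 product captured on neutravidin plate; 0% = median of DMSO wells and 100% = 0.3 times that DMSO median; strong numbers were not always called active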
# proCasp3 act = procaspase-3 (human) activation | P42574 | recombinant procaspase-3 D3A, Ac-DEVD-pNA absorbance 405 nm | activation, % at 8.5 µM | 330,000 tested, 0.11% active | AID 463141;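 active = activation above the mean of all tested compounds plus 3 SD, cut at about 21% in these data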;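 also: 0% = DMSO alone and 100% = DMSO wells spiked with extra 5 µM PC-3 D3A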
# Target sequence (P42574 whole entry D9A/D28A/D175A): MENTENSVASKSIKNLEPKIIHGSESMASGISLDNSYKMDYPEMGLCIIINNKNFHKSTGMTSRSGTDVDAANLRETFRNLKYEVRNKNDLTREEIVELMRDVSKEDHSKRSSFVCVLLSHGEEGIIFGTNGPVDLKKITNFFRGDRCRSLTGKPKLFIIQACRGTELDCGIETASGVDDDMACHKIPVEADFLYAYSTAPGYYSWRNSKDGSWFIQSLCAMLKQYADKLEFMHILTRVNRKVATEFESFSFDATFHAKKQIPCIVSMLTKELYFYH
#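 Assay system – Procaspase-3 D3A mutant, all three cleavage aspartates alanine · Controls – DMSO-only low control, 5 µM PC-3 D3A high control · Schedule – 1 h compound preincubation, 2 h substrate hydrolysis at 25 °C · Signal – 405 nm absorbance of p-nitroaniline, reads at 0 and 120 min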
# Starred values were filed as active, the others as inactive; i = inactive; x = no result given; & = joins results of further samples.
entry	SMILES	CTSL1 counter	PP1 counter	Efflux pump inh	TPT1 inhibitor	HCV core dimer	PP5 inh	procasp7 counter	JMJD2C inh	proCasp3 act
1	Cc1cc(S(=O)(=O)NCCc2ccccc2)c(C)s1	-3	-2	0.0	-2	5	2.9	2	3	6
2	CCC(C)c1ccc(NC(=O)c2[nH]c(C)c(C(C)=O)c2C)cc1 (configuration not stated)	0	-7	-0.2	-4	4	4.9	5	7	2
3	CCOC(=O)CC1(c2ccccc2)CCOC(C)(C)C1 (configuration not stated)	-3	0	-0.1	0	-6	0.8	0	115	12
4	CCCCOc1ccccc1Cn1c(=O)oc2ccc(C)cc21	1	1	0.0	2	4	0.9	-3	11&-3	12
5	COC(=O)c1ccc(Nc2nc3ccc(C)cc3n3cnnc23)cc1	3	-4	0.2	2	5	1.3	-4	-17	9
6	COc1ccc(C(=O)NCCc2c[nH]c3ccc(OC)cc23)cc1	-2	-5	0.0	-1	3	0.7	22	24	4
7	Cc1cc2c(cc1S(=O)(=O)N1CCN(c3ccccc3F)CC1)OCC(=O)N2	-3	-1	-0.1	-2	0	-1.8	11	-22	4
8	CN(C)S(=O)(=O)c1ccc(NC(=O)COc2ncnc3sccc23)cc1	-5	-4	-0.1	6	8	0.7	8	-9	3
9	CC(Cc1ccccc1)NC(=S)CN1CCCC1=S (configuration not stated)	-1	-5	0.0	2	2	-2.3	-15	-10	1
10	O=C1CSC(=S)N1N=C1CCCCCC1	1	-1	-0.1	-3	-4	0.1	-21	-2	-12
11	COc1cccc(CNc2nc3nc(C)c(Cl)c(=O)n3[nH]2)c1	-3	-2	0.1	3	-1	0.1	5	-7	-3
12	Cc1ccccc1C(=O)NC(NCc1ccco1)C(Cl)(Cl)Cl (configuration not stated)	-5	-2	-0.1	1	-6	1.1	2	0	2
13	NC(=O)COc1ccc(/C=N\NC(=O)CC(=O)NCCc2ccccc2)cc1	-2	-4	-0.1	-2	4	0.3	2	0	-6
14	Cc1onc(-c2c(Cl)cccc2Cl)c1C(=O)N=C(N)N1CCOCC1	-2	-5	0.0	0	3	-0.8	11	-3	-5
15	CN(CC(=O)N1CCCCC1)S(=O)(=O)c1cccc2cccnc12	-2	-1	0.0	-7	-2	1.8	2	-7	-8
16	O=[N+]([O-])c1ccc(C23CC4CC(CC(O)(C4)C2)C3)cc1	1	1	0.0	-1	-5	2.4	-1	3	6
17	Cc1ccc(-c2csc(NC(=O)c3ccc(S(=O)(=O)N4CCc5ccccc54)cc3)n2)cc1	5	2	0.3	0	67*	2.0	2	-10	-6
18	COc1cc(NC(=O)c2cccc(COCC(F)(F)C(F)F)c2)cc(OC)c1OC	1	3	-0.1	4	1	2.9	0	0	-1
19	O=C(N/N=C/c1cc2ccccc2nc1Cl)[C@H]1C[C@@H]1c1ccccc1	4	3	-0.2	-6	16	0.8	-5	-12	-18
20	CCOc1ccc(=O)n(-c2ccccc2)n1	-2	-4	-0.1	-6	-6	-1.0	8	-5	1
21	Cc1ncc([N+](=O)[O-])n1CC(=O)NC1CCCC1	6	3	-0.1	-6	6	-0.9	0	-3	3
22	COc1ccc(CCN=C(N)NS(=O)(=O)c2ccc(C)c(C)c2)cc1	-3	-3	0.0	-3	-4	2.5	1	-3	6
23	CCOc1ccc(/C(C)=N/NC(=O)c2nnn(-c3nonc3N)c2-c2cccs2)cc1	2	2	0.4	4	4	-2.5	1	-3	5
24	CCCC(C(=O)O)n1c(O)c(C=C2N=c3ccccc3=N2)sc1=S (configuration not stated)	9	-4	-0.1	2	-9	-1.7	-31	-10	-12
25	CCOC(=O)CNC(=O)CSc1nc2cccnc2n1C1CCCCC1	4	0	-0.1	-2	-9	-1.9	7	-5	2
26	Cc1cccc(C2Nc3ccccc3C(=O)N2CCc2ccccc2)n1 (configuration not stated)	-2	-3	-0.1	-2	1	1.0	0	1	2
27	COc1ccccc1-n1cc(C(=O)NCC(=O)N2CCN(Cc3ccccc3)CC2)c2ccccc2c1=O	7	-2	-0.1	0	11	0.6	-5	-2	4
28	c1ccc(OCCN2CCN(Cc3nc(-c4ccc5c(c4)OCO5)no3)CC2)cc1	-1	1	0.0	0	-5	4.0	-4	-11	2
29	CSc1ccccc1C(=O)Nc1ccc(C)c(C)c1	-4	-3	1.4*	2	5	4.9	-1	102*	-6
30	O=C(Nc1ccc(O)c(-c2nc3ccccc3s2)c1)C1=COCCO1	1	4	0.4	2	1	-2.1	32*	5	-1
31	CCOc1ccc(NS(=O)(=O)c2ccc(C(=O)NCc3ccccn3)cc2)cc1	-2	-5	0.0	-1	3	-1.3	7	0	9
32	CCCCOc1ccc(C(=O)Nc2ccc(N3CCN(C)CC3)cc2)cc1	0	-3	0.1	0	-12	-0.2	-4	3	-3
33	C=CCn1c(NC(C)c2cc(Cl)ccc2O)nc2ccccc21 (configuration not stated)	2	-2	0.8	0	-1	5.7	10	-4	7
34	O=C(NNC1CC(=O)N(c2ccc(Br)cc2)C1=O)c1ccccn1 (configuration not stated)	1	4	0.0	2	12	0.5	3	2	-4
35	Brc1nnc2n1-c1ccccc1Sc1ccccc1-2	-2	-2	0.1	0	-3	1.5	11	2	15
36	O=C(CSCCO)Nc1cccc([N+](=O)[O-])c1	1	-2	-7.1	-5	-8	-2.7	-1	-2	-6
37	C/C(=N\NC(=O)c1sccc1C)c1ccncc1	1	1	0.0	0	-9	2.9	-12	14	0
38	CCOc1ccc(C(C)=O)cc1COC(=O)c1cnc(Cl)c(Cl)c1	-3	1	0.1	1	7	-1.6	4	-8	10
39	COc1ccc(-n2c(O)c(/C=N/NS(=O)(=O)c3cccc([N+](=O)[O-])c3)c3ccccc3c2=O)cc1OC	2	1	0.0	70*	-5	3.5	0	16	-4
40	O=C(O)CCCNC(=O)OCc1ccccc1	1	1	-0.1	0	-2	9.1	-3	-3	3
41	CC1(NC(=O)Cc2c(F)cccc2Cl)CCS(=O)(=O)C1 (configuration not stated)	x	x	0.1	x	x	x	4	-6	4
42	CCCC(=O)Nc1nnc(SCC)s1	-3	-3	0.1	3	4	1.2	3	0	-2
43	Cc1ccc(NC(=O)COC(=O)CN2C(=O)NC3(CCCC3)C2=O)cc1S(=O)(=O)N(C)C	-10	2	-0.1	0	-5	-0.7	10	-23	2
44	Cc1ccc(C(=O)NCc2nnc3c(C(F)(F)F)cc(Cl)cn23)o1	-2	-2	0.2	-1	0	1.6	2	-2	2
45	O=C(Oc1cccc(-n2cnnn2)c1)c1ccccc1Cl	0	-1	0.1	0	-4	0.2	6	-4	2
46	Cc1ccc(CCNC(=O)C2CCN(C(=O)c3sccc3-n3cccc3)CC2)cc1	3	1	0.0	-6	6	-1.6	0	3	0
47	CCC(CC)NC(=O)c1ccc2c(c1)OCCO2	1	-7	0.1	3	0	0.2	1	3	-3
48	COc1cccc(C(=O)Nc2ccc(N3CCN(C(=O)c4cccs4)CC3)cc2)c1	11	-2	0.4	-4	-16	-1.3	-9	-2	-4
49	Cc1cccc(C)c1NC(=S)Nc1c(C)n(C)n(-c2ccccc2)c1=O	1	-5	-0.2	-4	-10	-0.6	8	2	6
50	O=C(O)CN1C(=O)SC(Nc2ccc(Cl)cc2)C1=O (configuration not stated)	1	-1	-0.1	-2	-2	2.4	2	0	0

# 3 entries already listed, sorted by the value under PP5 inh, descending:
no. | Structure | Efflux pump inh | TPT1 inhibitor | HCV core dimer | PP5 inh | JMJD2C inh | proCasp3 act
33 | C=CCn1c(NC(C)c2cc(Cl)ccc2O)nc2ccccc21 (configuration not stated) | 0.8 | 0 | -1 | 5.7 | -4 | 7
3 | CCOC(=O)CC1(c2ccccc2)CCOC(C)(C)C1 (configuration not stated) | -0.1 | 0 | -6 | 0.8 | 115 | 12
49 | Cc1cccc(C)c1NC(=S)Nc1c(C)n(C)n(-c2ccccc2)c1=O | -0.2 | -4 | -10 | -0.6 | 2 | 6

# Continuation.
entry	SMILES	CTSL1 counter	PP1 counter	Efflux pump inh	TPT1 inhibitor	HCV core dimer	PP5 inh	procasp7 counter	JMJD2C inh	proCasp3 act
51	CC(OC(=O)/C=C/c1ccccc1Cl)C(=O)NC1CCCCC1C (configuration not stated)	-8	3	0.1	-2	0	2.0	-6	-3	-3
52	COc1ccc(S(=O)(=O)N2CCc3ccccc32)cc1C(=O)OCc1c(C)noc1C	0	4	0.1	-1	0	3.5	3	-44	-5
53	O=C(c1cccnc1)N1CCN(C(=O)c2ccccc2F)CC1	-2	-7	0.1	0	-2	1.4	7	-6	5
54	Cc1ccc(Nc2nc(N)nc(CCl)n2)cc1	-2	2	0.1	2	1	1.6	-2	-6	-1
55	COc1ccc(NCC(=O)Nc2ccc(C#N)cc2)cc1Cl	4	6	-0.1	1	4	3.1	-4	14	-14
56	CC(OC(=O)CCN=C1NS(=O)(=O)c2ccccc21)C(=O)Nc1ccccc1F (configuration not stated)	-5	-2	0.0	-1	-2	0.0	17	i	9
57	Cc1ccnc(NC(=O)Cn2c(=O)oc3cc(S(=O)(=O)N4CCCC4)ccc32)c1	-3	1	0.1	5	-4	0.6	7	-1	10
58	O=C(c1cccc([N+](=O)[O-])c1)N1CCc2ccccc21	0	1	0.1	1	-4	1.6	1	-9	10
59	CC1Sc2ccc(S(=O)(=O)CCC(=O)NCc3ccc(Cl)cc3)cc2NC1=O (configuration not stated)	-7	1	-0.1	2	-8	3.6	2	-5	2
60	COc1ccc(/C=C/C(=O)c2cc3cccc(OC)c3oc2=O)cc1	-2	9	0.4	2	32	0.8	-7	-1	-9
61	COc1ccc(C=O)cc1CSc1ccccn1	-3	1	0.1	0	-2	0.8	8	6	1
62	COCCCNc1ncnc2nc[nH]c12	-4	-1	0.0	-2	-4	-0.2	3	-7	8
63	CCOC(=O)[C@H]1[C@H]2COc3cc(OC)ccc3[C@@H]2N2C(=O)CN(Cc3ccc(Cl)cc3)C(=O)[C@@]12C	x	x	-0.5	x	x	x	2	5	5
64	CCc1ccc(NC(=O)C2CCCCC2C(=O)O)cc1 (configuration not stated)	-2	-1	-0.1	-2	-2	1.4	7	13	7
65	CCOc1ccc(CN2C(=O)CCC2(C)C(=O)NCc2cccnc2)cc1 (configuration not stated)	1	2	0.3	-1	1	2.6	10	3	4
66	COc1ccc(-n2nc(C(=O)NCC(=O)NCCN(C)C)c3ccccc3c2=O)c(OC)c1	-1	-1	-0.1	2	8	-1.3	10	0	2
67	Cc1nn(C)cc1C(N)=O	0	0	0.0	-5	-5	3.2	4	-1	8
68	O=C(O)CC(CC(=O)O)c1ccsc1	x	0	-0.2	x	x	-1.4	9	4	5
69	O=C(COc1coc(CN2CCc3ccccc3C2)cc1=O)Nc1ccc([N+](=O)[O-])cc1	6	-1	0.0	3	4	2.4	12	-7	-1
70	O=C(Cc1ccc(Cl)cc1)Nc1ccc(C(=O)N2CCOCC2)cc1	6	-1	0.1	-2	-4	-0.4	5	-23	3

# Source: PubChem (several laboratories)
